Screening results (PubChem BioAssay)
MT1-MMP act inh: blockers of MT1-MMP proenzyme processing, primary screen, HT1080 RFP-PRO-GFP cells, GFP/RFP fluorescence. Matrix metalloproteinase-14 (Homo sapiens), P50281. GFP/RFP ratio fluorescence, overnight; percent of plate control window, DMSO zero. GFP/RFP ratio change, % at 20 µM. actives 0.061% (n = 360,000);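 active means GFP/RFP ratio change of at least 30% with cell ATP level not reduced by more than half and red fluorescence within 50% of control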; further: strong numbers were not always called active
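Material: RFP-PRO-GFP reporter HT1080 cells. Dosing: single-point 20 µM compound, 1% DMSO. Controls: DMSO and RFP-L50D-GFP cell wells. Timing: cells overnight before dosing, compound overnight, 37 °C, 5% CO2. Measure: GFP/RFP fluorescence ratio.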
MLLE-PAM2 inh: inhibitors of PABP1 MLLE–PAM2 peptide binding, primary screen, biochemical, fluorescence polarization, FITC-PAM2, GST-MLLE. actives 0.36% (n = 360,000). inhibition, % at 20 µM. Polyadenylate-binding protein 1 (Homo sapiens), P11940; in the data active means inhibition above about 35%, passing the limit was not always enough;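 further: plate controls were DMSO wells with GST-MLLE for no effect and wells lacking GST-MLLE protein for full effect; some results filed as inactive read as strong as hits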
Target sequence (P11940 whole entry, looked up): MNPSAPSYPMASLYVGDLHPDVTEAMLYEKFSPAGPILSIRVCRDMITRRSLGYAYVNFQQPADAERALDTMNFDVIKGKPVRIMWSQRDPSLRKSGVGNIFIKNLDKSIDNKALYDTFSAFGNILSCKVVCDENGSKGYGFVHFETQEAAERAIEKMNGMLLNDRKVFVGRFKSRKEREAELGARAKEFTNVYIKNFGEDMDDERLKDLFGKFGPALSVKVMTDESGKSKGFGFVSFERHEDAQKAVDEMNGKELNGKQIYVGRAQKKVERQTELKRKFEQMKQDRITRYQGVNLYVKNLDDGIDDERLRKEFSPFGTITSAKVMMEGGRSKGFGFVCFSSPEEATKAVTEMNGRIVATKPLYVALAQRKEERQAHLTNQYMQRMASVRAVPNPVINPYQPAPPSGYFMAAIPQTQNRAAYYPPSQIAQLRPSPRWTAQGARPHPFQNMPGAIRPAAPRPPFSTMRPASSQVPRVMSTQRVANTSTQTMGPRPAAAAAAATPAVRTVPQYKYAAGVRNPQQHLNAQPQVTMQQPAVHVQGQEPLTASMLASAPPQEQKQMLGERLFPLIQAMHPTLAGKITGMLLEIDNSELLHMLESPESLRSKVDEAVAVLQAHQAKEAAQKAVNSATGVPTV
SKN-1 block: suppressors of acrylamide-induced Pgst-4::GFP reporter in worms, primary screen, SKN-1 inhibitor project, whole organism, uHTS, GFP/RFP fluorescence ratio, strain VP596 | C. elegans VP596 Pgst-4::GFP/RFP ratio, 24 h | actives 0.49% (n = 360,000) | inhibition, % at 21.8 µM | AID 624304, 2012;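 active means interference check ratio from 0.5 to 1.5 plus GFP to RFP signal ratio inhibition reaching or exceeding a fixed threshold, cut at about 30% in these data, passing the limit was not always enough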; further: some compounds called inactive have numbers as strong as hits
Rin1 Abl inh: inhibitors of Rin1-Abl protein binding, primary screen, biochemical, TR-FRET; inhibition, % at 7.35 µM; actives 0.4% (n = 360,000); in the data active means inhibition above about 5%, passing the limit was not always enough
NRP1-CendR mod: modulators of CendR peptide binding to NRP-1, primary screen, biochemical, fluorescence polarization, uHTS; Neuropilin-1 (Homo sapiens), O14786; FAM-RPARPAR peptide binding to NRP-1; inhibition, % at 25 µM; actives 0.85% (n = 360,000); AID 602438, 2012;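 active means inhibition or corrected inhibition above about 18%, plus a signal ratio from 0.5 to 1.5, limit read from the data, passing the limit was not always enough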; further: strong numbers were not always called active
eLon inh: inhibitors of E. coli Lon protease, primary screen, biochemical, fluorescence polarization; P0A9M0; purified E. coli Lon protease; inhibition, % at 7.94 µM; actives 0.42% (n = 360,000); AID 602123, 2011; in the data active means inhibition above about 13%, passing the limit was not always enough;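 further: 0% = enzyme with probe and DMSO and 100% = no enzyme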
MsrA act: bovine MsrA enzyme activators, primary screen, biochemical, absorbance, HTS | actives 0.3% (n = 360,000) | activation, % at 10.6 µM | Methionine sulfoxide reductase A (Bos taurus) | purified bovine MsrA, absorbance read-out; in the data active means activation above about 7.5%;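 further: 0% = vehicle and 100% = reference activator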
Neddylation inh: inhibitors of cullin neddylation, primary screen, biochemical, TR-FRET, uHTS, NAE and Ubc12; AID 651699, 2012; calls only at 25 µM; actives 0.58% (n = 360,000); NEDD8-conjugating enzyme Ubc12 (Homo sapiens) + NEDD8-activating enzyme E1 regulatory …; in the data active means inhibition above about 36%
FAS TE block: FAS thioesterase domain inhibitors, primary screen, biochemical, fluorescence intensity, uHTS; Fatty acid synthase (Homo sapiens), P49327; recombinant FAS-TE, OMFH fluorogenic substrate, fluorescence endpoint; inhibition, % at 15 µM; actives 0.67% (n = 360,000); AID 602261, 2012;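 active means compounds whose normalised, plate-corrected inhibition of enzyme fluorescence in the single-dose primary screen is 50% or more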;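 further: 0% = DMSO with enzyme and 100% = substrate without enzyme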
The depositor's hits bear a star; i = inactive; x = no result given.

SMILES | MT1-MMP act inh | MLLE-PAM2 inh | SKN-1 block | Rin1 Abl inh | NRP1-CendR mod | eLon inh | MsrA act | Neddylation inh | FAS TE block
COc1ccc(C(=O)Cn2c(N3CCCCC3)nc3c2c(=O)n(C)c(=O)n3C)cc1OC | -0.7 | -2.5 | 2.4 | -0.5 | -4.4 | -3.4 | -5.1 | i | -1.1
COc1cccc(-c2nn(-c3ccccc3)cc2C(=O)OCC(=O)Nc2ncc(Cl)cc2Cl)c1 | -15.7 | 2.0 | 5.0 | -2.2 | -7.4 | -5.9 | -3.8 | i | 27.8
CC(=O)c1cccc(NC(=O)N2CCOCC2)c1 | -1.0 | 2.9 | -6.0 | 3.6 | -0.5 | 3.5 | -2.9 | i | -4.8
CC(C)C(OC(=O)c1cccs1)C(=O)NCc1ccc(F)cc1 (configuration not stated) | 1.0 | 1.8 | 3.7 | 2.4 | 5.2 | 1.5 | -6.0 | i | -3.5
CCOC(=O)C1=C(C)NC(SCc2cc(=O)[nH][nH]2)=C(C#N)C1c1cccs1 (configuration not stated) | 6.2 | 9.0 | 2.5 | 0.2 | -16.2 | -5.0 | -3.6 | i | -14.7
CSc1ccccc1NC(=O)c1cc(C(C)C)on1 | 2.0 | 14.7 | 11.9 | 0.4 | -3.3 | -4.6 | -0.1 | i | -1.6
O=C(Oc1ccccc1N1C(=O)C2CCCCC2C1=O)c1ccccc1 (configuration not stated) | -28.2 | -1.2 | -7.7 | -0.4 | -6.7 | -8.7 | -11.2 | i | -2.7
O=C(CN1CCC(C(=O)c2ccc(F)cc2)CC1)Nc1ccccc1Cl | -0.9 | -2.9 | 7.1 | -0.2 | -0.1 | 10.3 | -2.9 | i | 12.6
O=C(Nc1ccc(S(=O)(=O)N2CCOCC2)cc1)c1cccc([N+](=O)[O-])c1 | 3.3 | 10.1 | 12.7 | -2.3 | -1.8 | 6.3 | -1.4 | i | 34.6
CCCCn1c(/N=C/c2ccc3c(c2)OCO3)nc2ccccc21 | -2.0 | -15.8 | 10.4 | 1.5 | -6.5 | -8.8 | -3.0 | i | 0.0
Nc1nonc1-n1nnc(C(=O)N/N=C/c2ccc(F)cc2)c1-c1ccc2c(c1)OCO2 | 4.4 | 11.8 | -4.8 | 1.8 | 12.6 | 4.6 | -0.4 | i | -2.7
CNCc1c(OCc2ccccc2)ccc2ccccc12 | 5.0 | -1.0 | 8.7 | -1.4 | 9.2 | -2.3 | -0.3 | i | -11.4
O=c1[nH]cc(COCc2ccccc2)c(=O)[nH]1 | -0.2 | -0.8 | 13.6 | -1.3 | 9.2 | 11.1 | -2.4 | i | -6.3
O=C(Cn1c(=O)oc2cc(S(=O)(=O)N3CCCCC3)ccc21)N1CCCCC1 | -0.3 | 2.5 | 11.3 | 2.0 | 6.7 | 4.7 | -3.0 | i | -5.7
COc1ccc(-n2nc(C(=O)NCc3ccco3)c3c4ccccc4n(C)c3c2=O)cc1 | 2.3 | 8.3 | 1.9 | 0.5 | -2.3 | -10.3 | -2.1 | x | 15.3
COc1ccc(NC(=S)Nc2ccc(Oc3ccccc3)cc2)cc1 | 0.1 | -24.1 | -2.4 | 1.4 | -2.4 | -17.1 | 1.2 | i | 3.6
Cc1ccc(NC(=O)/C=C/c2ccco2)cc1S(=O)(=O)N1CCCCCC1 | 4.1 | -25.2 | 15.4 | -3.1 | -3.8 | -17.1 | -1.7 | i | 22.3
CN(C)/C=C(\C=O)c1c(Cl)cccc1Cl | 2.3 | -6.7 | -4.9 | 1.3 | 9.2 | -20.1 | -1.7 | i | -7.3
COc1cc(C(=O)NC(C)c2ccc(-n3ccnc3)cc2)cc(OC)c1C (configuration not stated) | 0.6 | -26.1 | -2.3 | -0.2 | 0.7 | -3.2 | -2.8 | i | 3.9
O=C(NNc1cccc(Cl)n1)C1CC1 | -2.4 | -0.5 | -3.0 | 1.6 | -8.4 | -4.8 | -6.6 | i | 0.6
NC(=O)C1CCN(C(=O)CN(c2ccc3c(c2)OCCO3)S(=O)(=O)c2ccccc2)CC1 | 1.9 | -0.8 | 1.9 | 1.5 | 17.5 | -2.5 | -1.0 | i | -6.3
CCCCN(C)CCNC(=O)C(NC(=O)C1CCC(C)CC1)C(C)C (configuration not stated) | 2.2 | -3.5 | 2.7 | 3.8 | -2.0 | 10.1 | -1.3 | i | -3.8
COc1ccccc1CN(C)C(=O)c1cccc(S(=O)(=O)N2CCc3ccccc3C2)c1 | -5.2 | -10.7 | 7.6 | 2.4 | -4.1 | -9.1 | -0.8 | i | 26.3
CC1(C)Cc2c(c(-c3ccccc3)nc(N3CCOCC3)c2C(N)=O)CO1 | 6.5 | 13.3 | -0.6 | -8.6 | -10.8 | 6.0 | 2.1 | i | -6.0
Cc1nc2c3cc(F)ccc3n(Cc3ccccc3F)c2s1 | -4.2 | -4.7 | -2.2 | -3.2 | 4.0 | -9.0 | -10.1 | i | 35.5
Cc1n[nH]c(=O)c2c(NC(=O)COC(=O)/C=C/c3cccc(C(F)(F)F)c3)oc(C)c12 | 6.9 | 15.3 | 4.6 | 1.7 | -4.6 | -3.1 | -3.4 | i | -1.8

Reformatted with tabs: 5 of the compounds above.
smiles	MT1-MMP act inh	MLLE-PAM2 inh	SKN-1 block	Rin1 Abl inh	NRP1-CendR mod	eLon inh	MsrA act	Neddylation inh	FAS TE block
Cc1nc2c3cc(F)ccc3n(Cc3ccccc3F)c2s1	-4.2	-4.7	-2.2	-3.2	4.0	-9.0	-10.1	i	35.5
CCCCN(C)CCNC(=O)C(NC(=O)C1CCC(C)CC1)C(C)C (configuration not stated)	2.2	-3.5	2.7	3.8	-2.0	10.1	-1.3	i	-3.8
CC(=O)c1cccc(NC(=O)N2CCOCC2)c1	-1.0	2.9	-6.0	3.6	-0.5	3.5	-2.9	i	-4.8
CN(C)/C=C(\C=O)c1c(Cl)cccc1Cl	2.3	-6.7	-4.9	1.3	9.2	-20.1	-1.7	i	-7.3
O=C(Oc1ccccc1N1C(=O)C2CCCCC2C1=O)c1ccccc1 (configuration not stated)	-28.2	-1.2	-7.7	-0.4	-6.7	-8.7	-11.2	i	-2.7
